Bioassay records from PubChem.
SENP1 inh – inhibitors of human SENP1 SUMO protease catalytic domain; Q9P0U3; inhibition, % at 10 µM; recombinant SENP1 catalytic domain, CyPet-SUMO1-YPet FRET cleavage; AID 624204; hit rate 0.21% among 360,000;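 active means inhibition at least 30% at 10 µM, raw YFP signal under a set limit, fluorescence ratio 0.5 to 1.5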;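 further: 0% = enzyme with DMSO and 100% = no enzyme wells; some results filed as inactive read as strong as hits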
Target sequence (Q9P0U3 419-644 limits assumed): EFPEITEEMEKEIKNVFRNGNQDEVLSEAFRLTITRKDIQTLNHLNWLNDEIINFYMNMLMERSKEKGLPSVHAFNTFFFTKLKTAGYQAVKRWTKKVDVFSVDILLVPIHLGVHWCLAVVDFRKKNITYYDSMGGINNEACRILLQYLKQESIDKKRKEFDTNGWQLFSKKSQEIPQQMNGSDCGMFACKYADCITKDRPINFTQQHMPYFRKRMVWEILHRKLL
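system = hSENP1 catalytic domain, recombinant | reagent = SFCypet-SUMO1-SFYpet substrate at 25 nM | doses = one dose per compound, 10 µM, 0.5% DMSO | incubation = enzyme reaction for 50 min at room temperature, dark | measured by = FRET, CFP and YFP emission | controls = no-enzyme low, enzyme-DMSO high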
SENP8 block – SENP8 (human) protease inhibition; Q96LD8; recombinant SENP8, Nedd8 substrate fluorescence; inhibition, % at 20 µM; hit rate 0.64% among 360,000; AID 602440; in the data active means inhibition mostly above about 40%, no sharp cut-off; inactive means mostly below about 27%
Target sequence (Q96LD8 whole entry, looked up): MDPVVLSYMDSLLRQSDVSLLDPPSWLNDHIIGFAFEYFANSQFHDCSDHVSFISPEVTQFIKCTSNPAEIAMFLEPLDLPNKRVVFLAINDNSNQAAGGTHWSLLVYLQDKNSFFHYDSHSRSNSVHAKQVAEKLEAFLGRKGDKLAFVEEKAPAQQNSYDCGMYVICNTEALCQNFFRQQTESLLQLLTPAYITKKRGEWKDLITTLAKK
Numbers without * were called inactive. These rows are one share of the data, so the mix of outcomes need not match the whole.

Results for O=C(NC1CC1)c1ccc(-c2cnc3cccnn23)cc1 ?
SENP1 inh: -23; SENP8 block: inactive

What do the screens show for `CC(C)NC(=O)C1C(c2ccccc2)=Nc2ccccc2N1C(=O)c1ccc(C(F)(F)F)cc1` (stereo not drawn)?
SENP1 inh: -1; SENP8 block: 18

Results for CC(C)N1CCC(C)(C(=O)Nc2cccc(Oc3ccccc3)c2)C1 (stereo not drawn) ?
SENP1 inh: 0; SENP8 block: 33

What do the screens show for `CC1(Cc2ccc3c(c2)OCO3)C(=O)Nc2c(Cl)ccc(Cl)c21` (stereo not drawn)?
SENP1 inh: -1; SENP8 block: 10

How did O=C(NC1CCCCC1)C1c2ccccc2OCC(=O)N1C1CC1 (stereo not drawn) do in these assays?
SENP1 inh: 1; SENP8 block: 2

How did CCOC(=O)[C@@H](NC(=O)CC[C@H]1O[C@@H](n2ccc(=O)[nH]c2=O)[C@H](O)[C@@H]1O)C(C)C do in these assays?
SENP1 inh: 0; SENP8 block: 17

What do the screens show for `CCCCn1nnnc1C(c1cc2ccccc2o1)N1CCCC1` (stereo not drawn)?
SENP1 inh: -7; SENP8 block: 4

What do the screens show for `CCCCN1C(=O)C(CC(=O)NC(c2ccccc2)c2ccccc2)CC(C(=O)N2CCCCCC2)=C1C` (stereo not drawn)?
SENP1 inh: 0; SENP8 block: 10

How did O=C(NCc1ccccc1)C(c1ccccc1)n1c(=O)c(-c2ccco2)nc2ccccc21 (stereo not drawn) do in these assays?
SENP1 inh: -38; SENP8 block: -408

How did CC1(C(=O)Nc2ccc3c(c2)OCCO3)CCN1Cc1ccc(-c2ccccn2)cc1 (stereo not drawn) do in these assays?
SENP1 inh: 2; SENP8 block: 18

What do the screens show for `N#CCCN(Cc1ccccc1)C(C(=O)NC1CCCCC1)c1cc2ccccc2o1` (stereo not drawn)?
SENP1 inh: 1; SENP8 block: 27

Results for CNc1ccc(-c2cc(OC)ccc2OC)cn1 ?
SENP1 inh: 1; SENP8 block: -494

Results for COc1ccc(C(C)(O)c2nc(-c3cncnc3)cs2)cc1 (stereo not drawn) ?
SENP1 inh: 0; SENP8 block: 6

How did Cc1ccc(C)c(N2CCN(C(C(=O)NC3CCCC3)c3ccco3)CC2)c1 (stereo not drawn) do in these assays?
SENP1 inh: 0; SENP8 block: 14

How did Cn1nc(C(C)(C)C)cc1N1C(=O)CCC1(C)C(=O)Nc1ccc2c(c1)OCCO2 (stereo not drawn) do in these assays?
SENP1 inh: 3; SENP8 block: 10

What do the screens show for `O=C(Cc1cccnc1)N[C@@H]1CC[C@H](CCn2cc(Cc3ccccc3)nn2)O[C@@H]1CO`?
SENP1 inh: 0; SENP8 block: 10

How did COCCN(Cc1ccc(C)cc1)C(=O)[C@H]1O[C@@H](n2ccc(=O)[nH]c2=O)[C@H](O)[C@@H]1O do in these assays?
SENP1 inh: -1; SENP8 block: 17

How did CC(C)C[C@H]1CN(CCCC[C@H]2CNC(=O)C(=O)N2CCc2ccc(O)cc2)C(=O)C(=O)N1Cc1ccccc1 do in these assays?
SENP1 inh: 1; SENP8 block: 18

Results for CCCCCCCCN1C(=O)[C@H](CC(=O)N2CCN(C(=O)OCC)CC2)C[C@@]2(C(=O)OC)CC(C)(C)CC=C12 ?
SENP1 inh: 1; SENP8 block: 22

Results for Cc1ccccc1-c1csc(C(C)(O)c2cccnc2)n1 (stereo not drawn) ?
SENP1 inh: 0; SENP8 block: 8

Results for CCCCCNC(=O)C(c1cc2ccccc2o1)n1c(=O)c(-c2ccco2)nc2ccccc21 (stereo not drawn) ?
SENP1 inh: -86; SENP8 block: -445

What do the screens show for `CCc1ccc(C(O)c2ncc(-c3ccccc3C)[nH]2)cc1` (stereo not drawn)?
SENP1 inh: 1; SENP8 block: 21

Results for CC(=O)C1=CCC(c2ccc(Cl)c(Cl)c2)N(S(=O)(=O)c2ccc(C)cc2)C1 (stereo not drawn) ?
SENP1 inh: 0; SENP8 block: 9

Results for Nc1ccn([C@@H]2O[C@H](C(=O)Nc3ccc(Oc4ccccc4)nc3)[C@@H](O)[C@H]2O)c(=O)n1 ?
SENP1 inh: -1; SENP8 block: 16

Results for CC1(C(=O)NS(=O)(=O)c2ccc(Cl)s2)CCN1C(=O)c1ccc(C2CCCCC2)cc1 (stereo not drawn) ?
SENP1 inh: 3; SENP8 block: 3

Results for CC(C)C[C@H]1CN([C@@H](CC(C)C)CN2CCC[C@H]2CN2C(=O)C(=O)NC[C@@H]2Cc2ccccc2)C(=O)C(=O)N1CCc1ccccc1 ?
SENP1 inh: 0; SENP8 block: 3

How did CC(=O)Nc1ccc(-c2ccnc3c2CC(C)(C(=O)NCCN(C)C)O3)cc1 (stereo not drawn) do in these assays?
SENP1 inh: 1; SENP8 block: 13

What do the screens show for `COCCNC(=O)C1(C)CCN(C(=O)c2ccc(OC)c(F)c2)C1` (stereo not drawn)?
SENP1 inh: -2; SENP8 block: 6

What do the screens show for `Cc1ccc(-c2nc3c(Cl)cc(C(F)(F)F)cn3c2Cc2ccccc2)cc1`?
SENP1 inh: -6; SENP8 block: -247

Results for COc1ccc(NC(=O)c2cc(-c3ccc(F)cc3OC)n[nH]2)cc1OC ?
SENP1 inh: -1; SENP8 block: 19

Results for CCCCCCCCN1C(=O)[C@H](CC(=O)N2CCC(c3ccccc3)CC2)C[C@@]2(C(=O)OC)CCCCC=C12 ?
SENP1 inh: 4; SENP8 block: 17

Results for CC(C)(C)c1ccc(C(=O)N2CCC2(C)C(=O)NCC(F)(F)F)cc1 (stereo not drawn) ?
SENP1 inh: 1; SENP8 block: 6

What do the screens show for `COC(=O)[C@]12CCCCC=C1N(Cc1ccco1)C(=O)[C@H](CC(=O)N1CCOCC1)C2`?
SENP1 inh: 2; SENP8 block: 8

What do the screens show for `OC(c1ccc(Cl)c(Cl)c1)c1ncc(-c2ccccc2Cl)[nH]1` (stereo not drawn)?
SENP1 inh: 1; SENP8 block: 2

Results for O=C1c2ccccc2C(c2nnnn2Cc2ccccc2)N1Cc1cccnc1 (stereo not drawn) ?
SENP1 inh: 1; SENP8 block: 28

What do the screens show for `CC1(Cc2cccc(C(F)(F)F)c2)C(=O)Nc2c(Cl)ccc(Cl)c21` (stereo not drawn)?
SENP1 inh: 1; SENP8 block: 7

What do the screens show for `Nc1ncnc2c1ncn2[C@@H]1O[C@H](CNC(=O)OC[C@@H](N)Cc2ccccc2)[C@@H](O)[C@H]1O`?
SENP1 inh: -2; SENP8 block: 24

Results for COc1cc(/C=C/CNC[C@H]2O[C@@H](n3cnc4c(N)ncnc43)[C@H](O)[C@@H]2O)ccc1O ?
SENP1 inh: -2; SENP8 block: 18

What do the screens show for `COCCNc1ncnc2c1ncn2[C@H]1CN(CCOC)C[C@@H](CO)O1`?
SENP1 inh: -1; SENP8 block: 6

How did COC(=O)CCCC[C@@H]1O[C@H](CCc2ccccc2)Cc2[nH][nH]c(=O)c21 do in these assays?
SENP1 inh: 2; SENP8 block: 19

What do the screens show for `COc1cccc(C(=O)N2CCC[C@H]2C(=O)N2CCC[C@H]2C(=O)N(C)Cc2ccccc2)c1`?
SENP1 inh: 0; SENP8 block: 20

Results for CC1(C(=O)NS(=O)(=O)c2ccc(Cl)cc2)CCN1C(=O)Cc1ccsc1 (stereo not drawn) ?
SENP1 inh: -1; SENP8 block: 15

What do the screens show for `CC(C)(C)NC(=O)C1c2ccccc2OCC(=O)N1Cc1ccccn1` (stereo not drawn)?
SENP1 inh: 0; SENP8 block: 4

Results for CCc1nc2ccc(C(=O)N3CCN(C(C)=O)CC3)cn2c1N(C=O)Cc1ccc(OC)cc1 ?
SENP1 inh: 1; SENP8 block: -7

Results for NC(CCc1ccccc1)c1csc(Nc2nccc(C(F)(F)F)n2)n1 (stereo not drawn) ?
SENP1 inh: -1; SENP8 block: 20

How did CCC(C(=O)NC(C)(C)C)n1c(-c2ccc3c(c2)OCO3)nc2ccccc21 (stereo not drawn) do in these assays?
SENP1 inh: 0; SENP8 block: -18

Results for CC(NC(=O)C1CCN(CCOc2ccc(Cl)cc2)CC1)c1cccc2ccccc12 (stereo not drawn) ?
SENP1 inh: -3; SENP8 block: 16

Results for CC(C)C[C@H]1CNC(=S)N1C[C@H]1CCCN1C[C@H](Cc1ccc(O)cc1)N1C[C@H](Cc2ccccc2)N(CC2CCCCC2)C1=S ?
SENP1 inh: -1; SENP8 block: 26

Results for Cc1cccc(S(=O)(=O)NC(=O)C2(C)CCN2C(=O)c2ccccc2)c1 (stereo not drawn) ?
SENP1 inh: 2; SENP8 block: 18

What do the screens show for `O=C(NCc1cccc(Cl)c1)C1Cc2c(-c3ccc(Cl)cc3)ccnc2O1` (stereo not drawn)?
SENP1 inh: 0; SENP8 block: 11

How did CCCCC(O)C1=C[N+](=O)CC=C1 (stereo not drawn) do in these assays?
SENP1 inh: -1; SENP8 block: 16

Results for C(=C\c1ccccc1)/CN1CCN(C(c2ccccc2)c2nnnn2C2CCCC2)CC1 (stereo not drawn) ?
SENP1 inh: 0; SENP8 block: 14

Results for CO[C@@H]1CN(C)C(=O)c2cc(NC(=O)Nc3ccc(Cl)cc3)ccc2OC[C@H](C)NC[C@H]1C ?
SENP1 inh: 0; SENP8 block: 13

Results for COC(=O)[C@]12CCCCC=C1N(CCC1=CCCCC1)C(=O)[C@H](CC(=O)N1CCCCC1)C2 ?
SENP1 inh: 2; SENP8 block: 9

Results for C=C(C)Cn1c2ccc(NC(=O)NCCc3cccs3)cc2c(=O)n1C ?
SENP1 inh: 2; SENP8 block: inactive

How did COc1c(C)cc(C(O)c2ncc(-c3ccc(Cl)cc3)[nH]2)cc1C (stereo not drawn) do in these assays?
SENP1 inh: -1; SENP8 block: 7

How did O=C(NCc1ccccc1)C(C1CC1)n1c(=O)c(-c2cc3ccccc3[nH]2)nc2ccccc21 (stereo not drawn) do in these assays?
SENP1 inh: -15; SENP8 block: -390

How did CCOC(=O)C1(C)CCN1C(=O)c1cc(-c2ccc(Cl)cc2)oc1C (stereo not drawn) do in these assays?
SENP1 inh: 1; SENP8 block: 12

What do the screens show for `COc1cc(Cn2c3ccc(NC(=O)CCc4ccccc4)cc3c(=O)n2C)ccc1F`?
SENP1 inh: 33*; SENP8 block: -458

Results for COCCNC(=O)C1(C)CCCN(C(=O)c2cc(F)ccc2C)C1 (stereo not drawn) ?
SENP1 inh: 3; SENP8 block: 6

A run of entries from the list above:
What do the screens show for `COC(=O)[C@]12CCCCC=C1N(Cc1ccco1)C(=O)[C@H](CC(=O)N1CCOCC1)C2`?
SENP1 inh: 2; SENP8 block: 8

What do the screens show for `OC(c1ccc(Cl)c(Cl)c1)c1ncc(-c2ccccc2Cl)[nH]1` (stereo not drawn)?
SENP1 inh: 1; SENP8 block: 2

Results for O=C1c2ccccc2C(c2nnnn2Cc2ccccc2)N1Cc1cccnc1 (stereo not drawn) ?
SENP1 inh: 1; SENP8 block: 28

What do the screens show for `CC1(Cc2cccc(C(F)(F)F)c2)C(=O)Nc2c(Cl)ccc(Cl)c21` (stereo not drawn)?
SENP1 inh: 1; SENP8 block: 7

What do the screens show for `Nc1ncnc2c1ncn2[C@@H]1O[C@H](CNC(=O)OC[C@@H](N)Cc2ccccc2)[C@@H](O)[C@H]1O`?
SENP1 inh: -2; SENP8 block: 24

Results for COc1cc(/C=C/CNC[C@H]2O[C@@H](n3cnc4c(N)ncnc43)[C@H](O)[C@@H]2O)ccc1O ?
SENP1 inh: -2; SENP8 block: 18

What do the screens show for `COCCNc1ncnc2c1ncn2[C@H]1CN(CCOC)C[C@@H](CO)O1`?
SENP1 inh: -1; SENP8 block: 6

How did COC(=O)CCCC[C@@H]1O[C@H](CCc2ccccc2)Cc2[nH][nH]c(=O)c21 do in these assays?
SENP1 inh: 2; SENP8 block: 19

What do the screens show for `COc1cccc(C(=O)N2CCC[C@H]2C(=O)N2CCC[C@H]2C(=O)N(C)Cc2ccccc2)c1`?
SENP1 inh: 0; SENP8 block: 20

Results for CC1(C(=O)NS(=O)(=O)c2ccc(Cl)cc2)CCN1C(=O)Cc1ccsc1 (stereo not drawn) ?
SENP1 inh: -1; SENP8 block: 15

What do the screens show for `CC(C)(C)NC(=O)C1c2ccccc2OCC(=O)N1Cc1ccccn1` (stereo not drawn)?
SENP1 inh: 0; SENP8 block: 4

Further results follow.
What do the screens show for `CCC(C(=O)Nc1c(C)cccc1C)n1c(-c2cnc(C)cn2)nc2ccccc21` (stereo not drawn)?
SENP1 inh: 2; SENP8 block: -196

How did CCCNC(=O)C1(C)CCN(Cc2ccc(C)c3ccccc23)C1 (stereo not drawn) do in these assays?
SENP1 inh: 1; SENP8 block: 8

Results for CCCCC(=O)N(C)c1c(C)nc2ccc(C(=O)NCc3ccccc3OC)cn12 ?
SENP1 inh: -2; SENP8 block: -20

How did COC(=O)[C@]12CCCCC=C1N(CCC1=CCCCC1)C(=O)[C@H](CC(=O)N1CCN(C(=O)c3ccco3)CC1)C2 do in these assays?
SENP1 inh: 0; SENP8 block: 13

How did CCCCCCCCN1C(=O)[C@H](CC(=O)NCc2cccs2)C[C@@]2(C(=O)OC)CC(C)(C)CC=C12 do in these assays?
SENP1 inh: 1; SENP8 block: 21

What do the screens show for `COc1ccc(-c2cc(NC=O)c3ncc(-c4cccc(C(=O)NCCN(C)C)c4)n3c2)cn1`?
SENP1 inh: -3; SENP8 block: -238

Results for COc1cccc(C(C)(O)c2nc(-c3ccc4c(c3)OCO4)cs2)c1 (stereo not drawn) ?
SENP1 inh: 1; SENP8 block: 7

Results for COc1cccc(C(O)c2nc(-c3cccc4cccnc34)cs2)c1 (stereo not drawn) ?
SENP1 inh: -1; SENP8 block: -144

What do the screens show for `COc1cccc(CNc2nc(NCc3ccccc3)nc3ccsc23)c1`?
SENP1 inh: 1; SENP8 block: -49

What do the screens show for `O=C(NCCc1ccccc1)Nc1nnc([C@@H]2C[C@H](O)[C@@H](CO)O2)s1`?
SENP1 inh: 0; SENP8 block: 14
